EWS-Fli block: blocks EWS/Fli oncoprotein-driven transcription | AID 651661 | A673 NR0B1-luciferase reporter, viability-normalised | inhibition, % at 12.6 µM | hit rate 0.67% among 350,000;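 active means mean inhibition of at least 50% after viability correction, with every replicate also passing that limit; inconclusive means mean reaches 50% but only one of two replicates passes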;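 further: firefly luciferase signal divided by Alamar Blue viability fluorescence both relative to DMSO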
DENV2 CPE rescue: DENV2-induced cell death inhibition | hit rate 1.7% among 350,000 | DENV2-infected cells, cytopathic effect rescue, plate reader | CPE inhibition, % at 9.99 µM; in the data active means CPE inhibition above about 20%, passing the limit was not always enough; inconclusive means no clear call, values can overlap the other calls; tested in BHK-21 cells;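 further: 0% = median of neutral control wells and 100% = median of positive control wells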
LGR2 antag: inhibitors of bursicon-induced Drosophila LGR2 receptor cAMP signaling; HEK293 LGR2, CRE-luciferase, bursicon-stimulated, 4 h; inhibition, % at 9.99 µM; hit rate 0.35% among 380,000; AID 720647;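 active means drop in luminescence signal, shown as inhibition above about 50% in the replicate tests, limit read from the data, passing the limit was not always enough; inconclusive means probably only some replicates passing the limit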;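 further: agonist challenge used bursicon conditioned medium at about half maximal strength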
SIRT5 inh: blocks human SIRT5 desuccinylation of peptide. hit rate 1.1% among 330,000. AID 652115. inhibition, % at 15 µM. Purified SirT5, succinyl-peptide AMC, trypsin-coupled fluorescence; in the data active means inhibition above about 15%; inconclusive means no clear call, values can overlap the other calls
Target sequence (Q9NXA8 whole entry, looked up): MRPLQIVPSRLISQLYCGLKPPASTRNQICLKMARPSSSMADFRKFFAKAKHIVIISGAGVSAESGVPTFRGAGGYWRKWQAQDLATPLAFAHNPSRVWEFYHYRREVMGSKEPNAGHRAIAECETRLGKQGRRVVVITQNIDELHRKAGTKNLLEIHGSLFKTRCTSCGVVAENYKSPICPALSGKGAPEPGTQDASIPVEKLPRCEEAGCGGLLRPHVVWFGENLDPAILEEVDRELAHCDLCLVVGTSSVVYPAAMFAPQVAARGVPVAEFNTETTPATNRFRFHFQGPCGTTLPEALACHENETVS
ARNT-TACC3 inh: disrupts binding between human ARNT and TACC3 | Q9Y6A5 | AlphaScreen His-ARNT PAS-B/GST-TACC3 binding, luminescence; TACC3 fragment carries E629A point mutation | inhibition, % at 9.99 µM | hit rate 0.66% among 390,000 | AID 623870;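 active means mean inhibition of replicates at least 50% and at least half of replicates each reaching 50%; inconclusive means half or more replicates reach 50% but mean below 50%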;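 further: 0% = complete ARNT plus TACC3 wells and 100% = ARNT alone without TACC3; many hits fall short of the cut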
CASP6 VEID inh: caspase-6 (human) enzyme inhibition | P55212 | purified caspase-6, Z-VEID-R110 cleavage fluorescence | inhibition, % at 12.5 µM | hit rate 0.53% among 350,000;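 active means mean inhibition across replicates at least about 35%, with every replicate also reaching that limit, limit read from the data; inconclusive means only one of the two criteria met; inactive means neither criterion met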;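 further: 0% = median of neutral control wells and 100% = no fluorescence left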
Target sequence (P55212 24-179 limits assumed): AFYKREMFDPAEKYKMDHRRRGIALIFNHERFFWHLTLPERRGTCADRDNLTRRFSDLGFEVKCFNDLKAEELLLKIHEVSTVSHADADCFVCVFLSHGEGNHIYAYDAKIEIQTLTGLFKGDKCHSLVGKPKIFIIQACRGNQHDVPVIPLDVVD
Target sequence (P55212 194-293 limits assumed): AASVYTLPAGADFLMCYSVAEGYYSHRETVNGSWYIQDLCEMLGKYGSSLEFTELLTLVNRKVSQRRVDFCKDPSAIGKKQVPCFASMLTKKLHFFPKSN
PAX8 inh HTS: lowers PAX8-driven luciferase in RMG-I cells; RMG-I TPO-luciferase reporter, SteadyGlo, 24 h; inhibition, % at 12.6 µM; hit rate 1.2% among 360,000;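 active means mean replicate inhibition at least 60% with every replicate also reaching 60%; inconclusive means only one of the two criteria is met; inactive means mean below 60% and not all replicates reaching 60%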;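 further: luciferase light reporting Pax8 driven TPO promoter activity; plate controls were median of neutral control wells for no effect and mitoxantrone controls for full effect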
An asterisk follows results filed as active; ? = inconclusive; . = not tested or not shown. Rows were taken by chance. Share with any hit: about 4.9%.

SMILES	EWS-Fli block	DENV2 CPE rescue	LGR2 antag	SIRT5 inh	ARNT-TACC3 inh	CASP6 VEID inh	PAX8 inh HTS
O=C(CSc1nc(O)c(Cc2ccccc2)c(=O)[nH]1)c1ccccc1	0	-1	11	-1	0	6	-1
CS(=O)(=O)c1ccc(Cl)c(NC(=O)c2cccc(Br)c2)c1	-1	.	-4	.	-1	.	12
CCNC(=O)C[C@H]1CC[C@@H](NC(=O)C2CCC2)[C@@H](CO)O1	-3	10	15	-3	6	2	.
CC(C)C(=O)Nc1nnc(-c2ccccc2)o1	-4	-15	0	-5	23	-2	-9
CC(C)(C)C(=O)Nc1ccc(NC(=O)c2ccco2)nc1	88*	6	98*	0	.	9	109*
O=C1CC(c2ccccc2)C(c2ccccc2)=NN1 (stereo not given)	-4	6	-3	-6	-2	-2	1
Cc1ccccc1NS(=O)(=O)c1c(C(=O)N2CCCCCC2)c(C)n(C)c1C	.	-1	3	-3	1	1	10
COc1ccc(-c2csc(-c3ccc(C(=O)O)cc3)n2)cc1	-40	3	-69	-2	.	1	-118
O=C(CNc1cccc(F)c1)N1CCc2ccccc2C1	-97	5	-47	-7	6	-2	-63
C/C(=C/C#N)Nc1ccc(C)cc1	5	-3	-1	1	0	0	4
CC(C)(C)CC(C)(C)NC(=O)/C=C/C(=O)O	2	6	7	-3	1	-2	-6
COC(=O)c1ccccc1NC(=O)CN1CCC(C(=O)c2ccc3c(c2)OCCO3)CC1	5	4	8	1	0	-2	.
Cc1nn(Cc2ccc(F)cc2)c(C)c1NC(=O)c1cccnc1Cl	.	.	-5	.	14	.	10
COc1ccc(-c2csc(N3CCN(S(=O)(=O)c4ccc5c(c4)NC(=O)CO5)CC3)n2)cc1	.	-4	-19	-3	-2	2	47
CCc1nnc(NC(=O)COc2ccc3ccccc3c2)s1	4	-7	4	-1	-6	5	11
C[C@@H]1CN([C@@H](C)CO)C(=O)Cc2cc(NS(C)(=O)=O)ccc2O[C@@H]1CN(C)Cc1ccc(C(=O)Nc2ccccc2N)cc1	-6	.	-6	.	.	.	29
C[C@@H]1CCCCO[C@H](CN(C)S(C)(=O)=O)[C@@H](C)CN([C@@H](C)CO)C(=O)c2cc(NC(=O)CCC(F)(F)F)ccc2O1	0	.	-14	.	.	.	-12
COc1ccc2c(c1)C1CC(C)(NC(=O)C1S(=O)(=O)c1ccc(F)cc1)O2 (stereo not given)	13	0	-2	.	-6	-22	-11
CC(=O)Nc1ccc(C(=O)NCCc2ccccc2)cc1	-17	3	-48	-5	-4	-3	-59
CSc1nc2ccc(NC(=O)CS(=O)(=O)c3ccccc3)cc2s1	-65	4	-50	0	.	2	-94
CCCC(=O)Nc1ccc(Cl)c(NC(=S)NC(=O)c2ccco2)c1	-11	2	-23	.	-8	1	1
CO[C@H]1CN(C)C(=O)c2ccc(NS(=O)(=O)c3cccc(Cl)c3)cc2OC[C@@H](C)NC[C@H]1C	3	.	1	2	-11	41*	9
O=C(C1CCCCC1)N1[C@H](CO)[C@@H](c2ccccc2)C12CN(Cc1cccc(Cl)c1)C2	0	27*	2	-1	.	1	.
Cc1nn(-c2ccccc2)c2sc(-c3nnc(SCC(=O)O)o3)cc12	6	10	2	-9	12	-1	.
C[C@H]1CN([C@@H](C)CO)C(=O)Cc2cc(NS(=O)(=O)c3ccc(F)cc3)ccc2O[C@H]1CN(C)Cc1ccc(Cl)c(Cl)c1	-6	.	-16	.	.	.	-10
O=C(O/N=C(\c1ccccc1)c1ccccn1)c1cccc2ccccc12	.	.	9	.	4	.	9
O=C(Cc1ncc(C(F)(F)F)cc1Cl)NC1CC1	7	5	-2	-1	0	-5	2
CC(=O)N1CC2(C1)[C@H](c1ccccc1)[C@@H](CO)N2C(=O)c1ccncc1	0	2	-2	-4	.	-2	3
Cc1cc(N2CCN(C(=O)Oc3ccc([N+](=O)[O-])cc3)CC2)c2ccccc2n1	16	-4	-2	0	.	4	6
Cn1nccc1-c1ccc(C(=O)Nc2cccc(NS(C)(=O)=O)c2)c2occc12	-44	-9	-33	1	.	20	-80
C[C@@H]1CN([C@H](C)CO)C(=O)Cc2cc(NC(=O)Cn3cnnn3)ccc2O[C@@H]1CN(C)C(=O)Nc1ccccc1	6	1	3	12	30	-1	4
COCCN(C(=O)c1ccco1)c1nc(-c2ccc(OC)cc2)cs1	-45	5	-19	-2	.	3	-105
CCCNC(=O)CS(=O)(=O)Cc1nc(-c2cccc(OC)c2)oc1C	10	-3	6	-8	26	1	9
O=C(Nc1ccccc1)Nc1cccc2nsnc12	-79	-7	-134	0	-51	4	-49
Cc1cc2cc(C#N)c(N3CCOCC3)nc2cc1Cl	-7	?	-19	-4	1	0	13
CN1C(=O)c2cc(NC(=O)C3CC3)ccc2OC[C@H]2O[C@@H](CC(=O)NCCc3ccncc3)CC[C@@H]21	-9	2	-1	2	-18	4	-14
COc1ccccc1-c1ccc2c(c1)O[C@@H](CN(C)C(=O)Nc1ccccc1)[C@@H](C)CN([C@@H](C)CO)S2(=O)=O	1	2	4	3	3	0	-3
O=C1OC(c2cc(Br)c(O)c(Br)c2)c2ccccc21 (stereo not given)	9	4	7	.	-5	13	-19
Cc1cc(C)n(CC(C)NCc2cn[nH]c2-c2ccc(C)c(C)c2)n1 (stereo not given)	8	-6	6	-8	0	-4	10
CCn1nnnc1NCc1c(OC)ccc2ccccc12	-4	-1	-3	-5	-2	0	9
COc1ccc2c(CN3CCN(c4ccc(Cl)c(Cl)c4)CC3)cc(=O)oc2c1	8	-3	-7	-1	.	-2	2
COc1cc(OC)cc(C(=O)O/N=C(\N)c2ccncc2)c1	-11	.	-9	-6	0	-6	35
COc1ccc(NC(=O)N[C@@H]2CC[C@@H](CCn3cc(-c4ccccn4)nn3)O[C@@H]2CO)cc1	-2	8	21	-2	48*	-3	-10
Cc1cc(CNC(=O)CCc2nnc(CCCCc3ccccc3)o2)nn1C	-5	-6	12	-4	1	2	20
O=C(O)c1cccc2c1C(=O)N(C1CCCC1)C2	0	1	-11	-7	-5	-2	25
O=C(/C=C/c1ccccc1)OCCCN=C1NS(=O)(=O)c2ccccc21	14	4	7	2	3	1	12
O=C(C[C@@H]1C[C@@H]2c3cc(NC(=O)Nc4ccccc4F)ccc3O[C@@H]2[C@H](CO)O1)NCC1CC1	-11	68*	8	4	7	-3	-15
CCOC(=O)[C@H]1[C@H]2COc3ccc(Cl)cc3[C@@H]2N2C(=O)c3cc(OC)ccc3NC(=O)[C@@]12C	3	7	.	.	-3	-1	20
O=C(/C=C\Nc1ccc(Br)cc1)c1cccnc1	.	.	-31	.	1	.	-28
CC(C)NC(=O)NC(=O)CN1c2cccc3cccc(c23)S1(=O)=O	-2	1	-6	0	6	2	-13
Cc1c(C)c2ccc(OC(C)C(=O)NC3CCN(Cc4ccccc4)CC3)cc2oc1=O (stereo not given)	.	7	-3	-14	-4	-16	-21
CC(C)(C)N=C1NC(=NC(C)(C)C)c2ccccc21	4	2	13	-2	38	-2	.
COc1ccc(C(=O)CN2CC(C)SC2=Nc2ccc(Cl)cc2)cc1 (stereo not given)	.	.	-42	.	-2	.	-12
O=C(NCc1ccc2c(c1)OCO2)C1CCN(S(=O)(=O)N2CCCCC2)CC1	.	.	8	.	-7	.	20
O=C(CC(=O)N/N=C/c1ccccc1O)NCc1cccnc1	2	-10	.	-2	48*	-3	-1
NC(=O)C1CCN(C2CC(=O)NC2=O)CC1 (stereo not given)	-12	-2	-8	-4	-9	0	-10
CC(OC(=O)c1ccccc1Oc1ccccc1)C(=O)NC1CC1 (stereo not given)	1	4	5	-2	21	-3	-15
COc1ccc(CN2C(=O)CSCC2=O)cc1OC	6	1	-12	-6	-7	-1	9
O=C(Nc1ccc(F)cc1)c1ccc2nsnc2c1	-63	7	-36	-9	-2	3	-63
CC(=O)c1cc2c(cc1F)C(C)(C)CCC2(C)C	-11	-10	14	.	-2	-4	-1

(next part)
SMILES	EWS-Fli block	DENV2 CPE rescue	LGR2 antag	SIRT5 inh	ARNT-TACC3 inh	CASP6 VEID inh	PAX8 inh HTS
Cc1cccc(-c2ccc([C@H]3[C@H]4CN(S(=O)(=O)c5ccccc5C)CCCCN4[C@H]3CO)cc2)c1	-4	7	18	-3	-7	-3	-26
CC(C)(C)C(=O)Cn1nc(Cl)nc1Cl	-1	4	9	-1	10	-3	3
COc1ccc(N2C(=NC(=O)C3CCCCC3)SC3CS(=O)(=O)CC32)cc1Cl (stereo not given)	.	3	2	0	-2	2	8
CC(=O)Nc1ccc(-c2nc3ccc(NC(C)=O)cc3o2)cc1	-57	0	-40	-3	12	-1	-58
C[C@@H]1CN([C@@H](C)CO)C(=O)Cc2cc(NC(=O)CCCN(C)C)ccc2O[C@H]1CN(C)C	-5	-4	.	-6	-4	2	-22
Cc1cccc(NC(=O)C[n+]2ccccc2)c1	18	6	7	-1	1	-94	14
Cc1nnsc1C(=O)N(Cc1ccccc1)C(C)C	-9	-2	16	-3	-1	-1	6
C[C@@H]1CCCCO[C@@H](CN(C)C(=O)C2CCCCC2)[C@@H](C)CN([C@H](C)CO)C(=O)c2cc(NS(=O)(=O)c3cccs3)ccc2O1	1	15	-14	-2	.	3	.
Cc1ccc(-c2nc3ccc(C)cn3c2Cc2ccccn2)cc1	-74	-9	-47	.	.	-4	-87
COc1ccc(C#Cc2ccc3c(c2)[C@]2(C(=O)N3)[C@H](c3ccc(OCCO)cc3)N3[C@H](c4ccccc4)[C@H](c4ccccc4)OC(=O)[C@H]3[C@@H]2C(=O)NC[C@H](O)c2ccccc2)cc1	-1	5	.	2	6	-2	1
N#C[C@@H]1[C@@H](c2ccccc2)[C@@H](CO)N1C(=O)c1ccc2c(c1)OCO2	-2	-2	-4	-4	.	.	4
Cn1c(=O)c2c(ncn2CC(=O)OCC(=O)c2ccc(Br)cc2)n(C)c1=O	11	9	7	.	.	-2	1
CC(C)c1ccc(OCC(=O)Nc2ccc3oc(=O)ccc3c2)cc1	-14	14	7	0	-5	-1	-15
COc1ccccc1Nc1nc(NCCO)nc(N)c1[N+](=O)[O-]	-22	8	16	1	.	2	36
CC(C)C[C@@H]1COCc2cn(nn2)CC[C@H](C)C(=O)N1	2	-3	6	1	.	-5	4
COC(=O)[C@@H](Cc1ccccc1)NC(=O)[C@H]1O[C@@H](n2cnc3c(N)ncnc32)[C@H](O)[C@@H]1O	-2	-3	9	-7	.	-2	-28
O=C(COc1cccc(C(F)(F)F)c1)NNC(=O)Cn1c(=O)cnc2ccccc21	0	18	8	-1	-27	-1	2
O=C(C/C=N\OCc1ccc([N+](=O)[O-])cc1)Nc1ccc(Br)cc1	-4	.	15	-4	-2	-2	9
CCOc1ccc(NC(=S)N2CCN(S(=O)(=O)c3ccc(OC)cc3)CC2)cc1	13	-1	6	10	0	-2	9
O=C(COC(=O)/C=C/c1ccc(OC(F)F)cc1)NC(=O)NC1CCCCC1	-2	10	-18	.	-1	1	3
NC(=O)c1cccnc1Nc1ccccc1Cl	-50	-4	-9	7	.	-22	-28
Cc1cccc(CN2CCOCCS2(=O)=O)c1	-5	0	5	.	-5	1	2
O=C(NCc1cccc2ccccc12)c1cccs1	-76	5	-55	-4	-12	0	-54
Cc1ccc(S(=O)(=O)N2C[C@H]3[C@@H](c4ccccc42)[C@@H](CO)N3Cc2cccnc2)cc1	2	-3	1	0	-4	0	-7
CCOC(=O)[C@]12CCCC=C1N(Cc1cccc3ccccc13)C(=O)[C@H](CC(=O)N1CCN(C(=O)C3CC3)CC1)C2	1	3	-2	-8	.	0	-9

Pulled by compound from above (2):
SMILES	EWS-Fli block	DENV2 CPE rescue	LGR2 antag	SIRT5 inh	ARNT-TACC3 inh	CASP6 VEID inh	PAX8 inh HTS
CSc1nc2ccc(NC(=O)CS(=O)(=O)c3ccccc3)cc2s1	-65	4	-50	0	.	2	-94
O=C(CC(=O)N/N=C/c1ccccc1O)NCc1cccnc1	2	-10	.	-2	48*	-3	-1
